# MITF primary: inhibitors of human MITF. AID 1259374. AlphaScreen MITF homodimerization, bead proximity signal. 650,000 tested, 0.91% active. inhibition, % at 2.6 µM; in the data active = inhibition above about 50%;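 note: 0% = vehicle wells with protein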
# TEAD-YAP block: TEAD-YAP interaction inhibition | 640,000 tested, 1.4% active | inhibition, % at 9.12 µM | HEK-TIYL cells, TEAD-Gal4/YAP UAS-luciferase luminescence; in the data active = inhibition above about 32%;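 note: 0% = median of test compound wells and 100% = reference inhibitor wells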
# FBW7 act: human FBW7 E3 ligase activation, primary screen; Q969H0; AlphaScreen FBW7–phospho-cyclin E peptide binding, activator screen; normalized activity (activation), % at 26.1 µM; 650,000 tested, 0.13% active; AID 1259310; in the data active = normalized activity above about 1.9%;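 note: purified mutant Fbw7 with reduced substrate affinity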
# Target sequence (Q969H0 whole entry, looked up): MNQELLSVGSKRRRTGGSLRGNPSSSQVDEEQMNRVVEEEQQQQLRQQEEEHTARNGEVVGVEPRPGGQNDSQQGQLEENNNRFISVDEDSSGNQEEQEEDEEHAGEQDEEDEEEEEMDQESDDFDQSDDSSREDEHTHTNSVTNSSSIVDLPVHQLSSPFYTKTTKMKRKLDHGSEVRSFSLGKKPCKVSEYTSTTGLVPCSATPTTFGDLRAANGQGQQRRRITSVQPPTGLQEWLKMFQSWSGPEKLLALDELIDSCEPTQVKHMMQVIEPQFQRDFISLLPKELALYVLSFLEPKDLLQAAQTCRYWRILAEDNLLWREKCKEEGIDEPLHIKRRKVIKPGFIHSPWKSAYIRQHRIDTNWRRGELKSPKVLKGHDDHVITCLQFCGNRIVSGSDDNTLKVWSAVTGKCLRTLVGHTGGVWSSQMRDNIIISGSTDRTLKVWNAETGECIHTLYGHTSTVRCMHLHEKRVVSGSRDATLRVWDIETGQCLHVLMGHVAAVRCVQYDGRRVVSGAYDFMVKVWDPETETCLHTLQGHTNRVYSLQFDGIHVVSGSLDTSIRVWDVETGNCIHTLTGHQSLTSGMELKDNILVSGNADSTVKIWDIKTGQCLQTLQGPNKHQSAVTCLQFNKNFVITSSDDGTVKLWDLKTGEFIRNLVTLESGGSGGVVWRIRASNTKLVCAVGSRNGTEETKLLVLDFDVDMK
# GPR151 activ: activates the human receptor GPR151; Q8TDV0; PathHunter beta-arrestin GPR151 cells, luminescence; activation, % at 11.2 µM; 650,000 tested, 1% active; in the data active = activation above about 4.9%;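 note: 0% = median of compound wells and 100% = cells with positive control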
# * hit, by the source's call. Random draw from the library. About 3.4% of those tested had a hit in this group.
structure	MITF primary	TEAD-YAP block	FBW7 act	GPR151 activ
CC(=O)OC1(C(F)(F)F)Oc2ccc(Cl)cc2NC1=O (centres undefined)	-2	7	-0.2	-0.8
O=C(Nc1nc2ccc3ccccc3c2s1)c1cccc(N2C(=O)CCC2=O)c1	2	-1	0.2	0.4
CCOC(=O)C1=C(C)NC(=O)NC1c1cc(Cl)c(O)c(OCC)c1 (centres undefined)	-2	9	0.0	2.9
CC1(C)Oc2ccc(C(=O)NC3CC3)cc2N(CC(=O)N2CCCC2)C1=O	-21	2	-0.1	0.6
CC(C)(C)NC(=O)NCC1COC2(CCCC2)O1 (centres undefined)	-14	-15	-0.1	-1.2
O=C(COc1ccccc1[N+](=O)[O-])c1ccccc1	-10	-5	-0.1	1.6
CCCCC1(C)NC(=S)N(c2cccc(C)c2C)N1 (centres undefined)	15	5	0.1	0.1
Cc1cc(=O)n2nc(N3CCCC3C(=O)Nc3cccc(Cl)c3C)sc2n1 (centres undefined)	-1	-4	0.0	1.5
CC(C)NC(=O)c1cc2c(s1)CS(=O)(=O)C2	-1	9	0.1	0.1
O=C(NCC1CCC2(CCN(Cc3ccc(OCCO)cc3)CC2)O1)c1ccco1 (centres undefined)	2	-3	-0.1	0.1
COc1cccc(C2Nc3ccccc3-c3nnc(SC)nc3O2)c1OCC(=O)O (centres undefined)	0	-16	0.2	0.7
Cc1nc(N2CC(O)CC2C(N)=O)c2c(-c3ccccc3)csc2n1 (centres undefined)	10	-2	-0.1	-1.3
COc1ccc(C)cc1N(CC(=O)NCCSc1ccc(C)cc1)S(C)(=O)=O	-7	7	-0.1	0.4
c1cc2[nH]ncc2cc1N1CCCNCC1	18	-3	0.1	-0.1
CC(=O)Nc1ccc(CN2CCOc3ccc(CN4C[C@@H](C)O[C@@H](C)C4)cc3C2)cc1	11	4	0.0	0.2
CC1(C)Oc2ccc(C(=O)N/N=C/c3ccc4ncccc4c3)cc2NC1=O	12	8	0.3	0.4
CC1CCCCN1c1c([N+](=O)[O-])cc([N+](=O)[O-])c2nonc12 (centres undefined)	10	9	0.4	-1.5
O=C1C(=O)N(CNc2ccc3ccccc3c2)c2ccccc21	4	-5	-0.2	0.1
CC(C)CN(CC(C)C)C(=O)c1cc(S(=O)(=O)N2CCc3ccccc32)cn1C	18	2	-0.1	-0.1
COc1cccc(C(=O)Nc2ccc(-c3csc(C)n3)cc2)c1	-18	12	0.1	-9.0

# Other records
structure	MITF primary	TEAD-YAP block	FBW7 act	GPR151 activ
N#Cc1ccccc1Cn1c(=O)n(CCC(=O)NCc2ccccc2)c(=O)c2sccc21	12	-1	-0.1	0.3
COc1cc([N+](=O)[O-])ccc1NC(=S)N1CCN(S(C)(=O)=O)CC1	-1	10	0.1	0.1
CN1CCC(OC(=O)c2ccccc2I)CC1	0	3	-0.1	-0.7
Cc1c(C(=O)NC2CCCCC2)sc2nc(-c3ccccc3)cn12	1	-7	0.0	-0.1
COc1ccc(CN2CCC3(CC2)CC3C(=O)N(C)Cc2cscn2)c(F)c1 (centres undefined)	-19	-4	-0.2	-1.9
Cc1c(C(=O)NC(=S)Nc2ccc(Cl)cn2)cccc1[N+](=O)[O-]	11	7	0.6	-0.8
CC(C)CCN1CCc2nnc(C(C)NC(=O)c3cccnc3)n2CC1 (centres undefined)	-2	-4	0.0	1.3
CCOC(=O)c1c(NC(=O)COc2ccccc2)sc2c1CCC2	-11	-1	-0.1	1.1
COC1CCCC(C(=O)Nc2ccc(-c3cn4c(C)c(C)nnc4n3)cc2C)C1 (centres undefined)	0	-12	0.0	0.3
O=C1c2ccccc2C(=O)N1c1cccc(-c2csc(Nc3ccc(Cl)cc3)n2)c1	1	-13	-0.1	0.3
CN(CC(=O)N/N=C/c1ccc(O)cc1O)c1ccccc1	-12	10	-0.2	0.1
COc1ccc(C2Oc3ccc(Cl)cc3C3CC(c4cccs4)=NN32)cc1 (centres undefined)	2	-59	-0.1	-1.4
CCC(C)NC(=O)Cn1c(=O)n(-c2ccc(OC)cc2)c(=O)c2ccccc21 (centres undefined)	4	3	0.0	0.6
COc1cc(CN(C(=S)NCC(=O)N2CCCC2)C2CCCC2)cc(OC)c1OC	16	0	0.1	0.9
O=C(NC(Cc1ccccc1)C(=O)O)/C(=C\c1ccc([N+](=O)[O-])cc1)NC(=O)c1ccco1 (centres undefined)	0	0	0.0	-1.0
Cc1ccc(S(=O)(=O)Cc2ccccc2F)cc1	-10	0	0.0	-1.1
COc1ccccc1N=Cc1c(O)n(-c2ccccc2C)c(=O)[nH]c1=O	22	-3	0.0	6.0*
CCOc1ccc2nc(SCC(=O)n3c4ccccc4c4ccccc43)sc2c1	7	-8	-0.1	0.1
COc1ccc(CCNC(=O)CN(c2ccc(OC)c(OC)c2)S(=O)(=O)c2ccc(C)cc2)cc1OC	-13	10	-0.1	-1.4
Cc1ccc(N(Cc2ccc(Br)cc2)C(=O)c2ccccc2C)cc1	12	9	0.6	-1.6

# Next part
structure	MITF primary	TEAD-YAP block	FBW7 act	GPR151 activ
O=C(O)c1c2c(nc3ccccc13)CCN(Cc1ccccc1)C2	-9	-8	0.0	-0.5
COC(=O)c1sc2ccccc2c1NC(=O)c1ccc(C)cc1	-4	-7	0.0	0.9
CC(=O)Nc1ccc(OC(=O)c2ccc(-c3nnc(-c4ccccc4)o3)cc2)cc1	-5	-23	-0.1	0.4
CNC(=O)C1CCCN(S(=O)(=O)c2cc(Cl)ccc2Cl)C1 (centres undefined)	-3	-21	1.1	0.5
Cc1ccc(Nc2nnc(-c3ccc(C(=O)NCCO)cc3)c3ccccc23)c(C)c1	-3	4	-0.3	0.0
COc1ccc(Nc2nnc(-c3cc4c(ccc5ccccc54)oc3=O)s2)cc1	9	-3	-0.2	0.3
COc1ccc2cc(C(c3nnnn3C(C)(C)C)N3CCCCC3)c(=O)[nH]c2c1 (centres undefined)	2	7	0.0	1.3
CN1C(=O)NC(=O)/C(=C\c2c3ccccc3cc3ccccc23)C1=O	3	1	-0.7	0.2
Cc1nc2ccc(NC(=O)c3c(F)cccc3F)cc2s1	2	-36	0.0	0.3
COCCCNC(=O)c1ccc2c(=O)n(CC3CCCO3)c(=S)[nH]c2c1 (centres undefined)	-4	-2	-0.1	0.2
CN(C)c1cccc(Nc2nccc(NCCCN3CCCC3=O)n2)c1	11	-5	-0.1	-1.5
Cc1nc(C)c(C(=O)NC2(c3ccc(F)cc3)CCCC2)s1	7	6	-0.3	0.1
CCCn1c(=O)n(C)c(=O)c2c(SCC(N)=O)nc(C(C)(C)C)nc21	-7	-7	-0.1	-0.5
COc1cc(/C=N/Nc2snc(SC)c2C#N)ccc1O	-1	16	0.1	0.2
CC1=C(C#N)C(=O)N(CCc2ccccc2)C(=O)/C1=C/c1ccc(-c2ccc3c(c2)COC3=O)o1	0	3	-0.2	0.0
Cc1cc(NC(=O)c2cccc(S(=O)(=O)N3CCCC3)c2)c2cc(Br)ccc2n1	20	3	0.9	-1.2
Cc1ccc(N(CC(=O)NC(C)c2ccccc2)S(=O)(=O)c2c(C)n[nH]c2C)cc1 (centres undefined)	-2	3	0.0	-0.3
COc1ccc(C(c2nnnn2CCc2ccccc2)N2CCN(C)CC2)cc1 (centres undefined)	-10	-7	0.1	-0.3
CCOC(=O)c1ccc(N=c2ssc3c2-c2ccccc2NC3(C)C)cc1	4	1	-0.5	0.5
O=C(Nc1nc2ccc(Br)cc2s1)c1c(O)c2cccc3c2n(c1=O)CC3	-2	-3	0.1	-1.0

# The list continues.
structure	MITF primary	TEAD-YAP block	FBW7 act	GPR151 activ
COC(CNC(=O)C1C2C(=O)N(Cc3ccccc3)CC23C=CC1(C)O3)OC (centres undefined)	-1	-5	0.0	-0.8
O=P1(NCc2ccco2)C=C(c2ccccc2)OC(c2ccccc2)=C1	-1	2	0.0	0.0
COc1ccc(CNC(=O)CC(C)c2ccccc2)cc1 (centres undefined)	5	-6	0.0	-0.1
O=C1NC(=S)N/C1=C/c1cc(Br)ccc1O	-12	4	0.1	-1.0
COc1ccc(OCc2nc3ccccc3n2Cc2ccc(C(C)(C)C)cc2)cc1	-3	-63	0.0	1.7
CCOC(=O)c1c(NC(=O)c2ccc(C)o2)sc(C)c1C	-5	-3	0.1	-1.6
Fc1ccc2nc3c(nc2c1)c1ccccc1n3Cc1cc(C(F)(F)F)cc(C(F)(F)F)c1	-6	-2	-0.2	2.2
COc1ccc(NC(=O)C2=C(C)NC(=O)NC2c2ccc(C(C)C)cc2)c(OC)c1 (centres undefined)	-3	-1	-0.1	1.3
CCCC1CCC(c2ccc(-c3ccc(CC)cn3)cc2)CC1 (centres undefined)	3	4	0.1	0.3
CCOC(=O)C1=C(C)N=c2s/c(=C\c3ccc(OC(C)=O)cc3)c(=O)n2C1/C=C/c1ccccc1 (centres undefined)	-2	-3	0.0	0.0
CCC(C(=O)Nc1ccc(-c2cn3ccsc3n2)cc1)c1ccccc1 (centres undefined)	4	-1	0.8	-0.1
COC(=O)c1sc(NC(=O)COc2cc(C)ccc2Cl)c(C#N)c1C	-5	3	0.2	0.7
CC1CCc2sc(NC(=O)c3ccccc3Oc3ccccc3)c(C#N)c2C1 (centres undefined)	2	-9	0.1	0.4
NC(=O)c1ccc(NC(=O)C2CC2)cc1	-9	-2	-0.1	0.1
CCOCCCNC(=O)c1cc2c(-c3ccc(Cl)cc3)nn(C)c2s1	20	9	0.7	-0.5
Cc1ccc(Nc2c(Cl)c(Cl)nc(C(F)(F)F)c2Cl)cc1	12	16	0.3	0.2
Cc1c(NC(=O)CCc2ccccc2)c(=O)n(-c2ccccc2)n1C	2	7	0.0	-2.2
O=C(NCc1cccnc1)c1ccc2c(=O)n(CCCN3CCCC3=O)c(=S)[nH]c2c1	-11	6	0.0	1.0
O=C(N/N=C/c1cc(O)ccc1Br)c1cccnc1	59*	66*	-0.7	0.8
Cc1cc(C)cc(C(=O)N(c2ccc(Cl)cc2)C2C=CS(=O)(=O)C2)c1 (centres undefined)	-3	3	-0.2	-0.1

# Looked up above:
# Reading for CCCC1CCC(c2ccc(-c3ccc(CC)cn3)cc2)CC1 (centres undefined) under GPR151 activ: 0.3
# Reading for COc1ccc(OCc2nc3ccccc3n2Cc2ccc(C(C)(C)C)cc2)cc1 under GPR151 activ: 1.7
# Reading for NC(=O)c1ccc(NC(=O)C2CC2)cc1 under FBW7 act: -0.1
# Reading for COC(=O)c1sc(NC(=O)COc2cc(C)ccc2Cl)c(C#N)c1C under GPR151 activ: 0.7
# Reading for Cc1ccc(Nc2c(Cl)c(Cl)nc(C(F)(F)F)c2Cl)cc1 under MITF primary: 12
# Reading for O=C1NC(=S)N/C1=C/c1cc(Br)ccc1O under TEAD-YAP block: 4

# (listing goes on)
structure	MITF primary	TEAD-YAP block	FBW7 act	GPR151 activ
C=CCOc1cc(Br)c(C=O)cc1OC	4	7	0.4	1.0
COC(=O)c1c(NC(=O)Cc2cccs2)sc(C(=O)N2CCOCC2)c1C	17	-22	0.4	-1.3
Cc1ccc(NC(=S)NNC(=O)c2ccc(N3CCOCC3)c([N+](=O)[O-])c2)cc1Cl	4	-1	-0.1	-0.6
O=C(COc1ccccc1)Nc1ccc(Cl)cc1[N+](=O)[O-]	17	0	0.1	0.4
CN(C)c1ccc(CCN2CCC(c3nc(-c4cccnc4)no3)CC2)cc1	0	-3	-0.3	-0.7
Cc1ccc2c(c1)CN(C(=O)c1sc(C)nc1C)CC(c1ccsc1)O2 (centres undefined)	12	5	-0.3	0.7
Cc1ccc(N)cc1NC(=O)C(C)Sc1nc(N)cc(N)n1 (centres undefined)	26	16	1.8	-1.0
COC(=O)c1cc(NC(=S)NCCc2ccccc2)cc(C(=O)OC)c1	5	15	-0.1	0.5
CC1CCCCC1NC(=O)COC(=O)CN1C(=O)c2ccccc2C1=O (centres undefined)	2	-12	0.0	-2.1
COc1cc(/C=C/C(=O)O)cc(S(=O)(=O)Nc2sccc2C(N)=O)c1OC	18	14	0.5	0.8
COc1ccc(CCNC(=O)C(=O)Nc2ccc(F)cc2)cc1	1	-11	0.1	2.3
CC1(C2CCN(C(=O)C#Cc3ccccc3)CC2)NC(=O)N(Cc2ccsc2)C1=O (centres undefined)	17	-5	-0.1	-0.4
O=C(Nc1ccccc1Br)C1CCN(C(=O)N2CCOc3ccccc32)CC1	-2	-6	-0.2	0.5
N#CC1=C(SCC(N)=O)NC2=C(C(=O)CCC2)C1c1ccc2c(c1)OCO2 (centres undefined)	20	-11	0.5	0.4
O=S(=O)(Cc1cccc(Br)c1)c1nc2ncccc2[nH]1	5	-4	0.0	-1.9
CC(=O)NCCc1nc2ccccc2n1CCC1CCCCC1	9	8	0.2	-0.6
Cc1onc(-c2ccccc2Cl)c1C(=O)NCCOc1ccc(Cl)cc1	1	7	-0.2	0.4
O=C(Cn1ncn2cccc2c1=O)N1CCCCC1	3	0	-0.1	0.0
Cc1nonc1CN(C)Cc1c(C(=O)N2CCCCC2)nc2c(C)cccn12	3	16	-0.1	0.1
CCOC(=O)c1sc(NC(=O)c2ccccc2Br)nc1C	5	-9	-0.1	-2.3

# 3 entries from above, field by field:
> Cc1ccc2c(c1)CN(C(=O)c1sc(C)nc1C)CC(c1ccsc1)O2 (centres undefined)
  MITF primary: 12
  TEAD-YAP block: 5
  FBW7 act: -0.3
  GPR151 activ: 0.7

> Cc1ccc(N)cc1NC(=O)C(C)Sc1nc(N)cc(N)n1 (centres undefined)
  MITF primary: 26
  TEAD-YAP block: 16
  FBW7 act: 1.8
  GPR151 activ: -1.0

> COC(=O)c1cc(NC(=S)NCCc2ccccc2)cc(C(=O)OC)c1
  MITF primary: 5
  TEAD-YAP block: 15
  FBW7 act: -0.1
  GPR151 activ: 0.5

# Screening results (PubChem)
